HTRA1 inh: inhibitors of human serine peptidase HTRA1. AID 504803. recombinant HTRA1, FP-rhodamine activity-based probe, fluorescence polarization. 0.5% of 340,000 active. inhibition, % at 5.96 µM; in the data active means inhibition above about 36%;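 further: 0% = enzyme with DMSO and 100% = wells lacking enzyme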
ABHD4 inh: inhibitors of mouse ABHD4 | Q8VD66 | purified mABHD4, FP-Rh probe fluorescence polarization | inhibition, % at 8.92 µM | 0.54% of 370,000 active;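 active means inhibition exceeding the mean over every tested compound plus 3 SD, cut at about 30% in these data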;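 further: 0% = plate median of compound wells and 100% = S159A mutant with DMSO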
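system = mouse ABHD4 enzyme, wild type | medium = HEPES pH 7.0, NaCl, Pluronic buffer | also added = FP-Rh probe | incubation = Enzyme–compound pre-incubation 45 min, then probe 60 min, both 25 °C | technique = fluorescence polarization, excitation 525 nm, emission 598 nm, BODIPY TMR filters | controls = S159A mutant high control, sample median low control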
TCR-CD3 inh: inhibitors of human TCR-CD3 interaction. TAMRA-labeled TCR probe fluorescence, biochemical. inhibition, % at 9.4 µM. 0.37% of 360,000 active; in the data active means inhibition above about 19%;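 further: recombinant mutant TCR 2C K166C tagged with TAMRA read by polarization; 0% = receptor in buffer alone and 100% = receptor with positive control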
PRMT1 inh: blocks human protein arginine methyltransferase 1; AID 652257; recombinant PRMT1, activity-based probe fluorescence polarization; inhibition, % at 2.79 µM; 1.3% of 370,000 active;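 active means inhibition above about 21% made by adding two undisclosed values, limit read from the data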
GC-B act: GC-B (human) receptor activation | activation, % at 10 µM | HEK293-GC-B cells, CNP EC30, cGMP TR-FRET; 0% at EC30 CNP, 100% saturating CNP | 0.11% of 370,000 active | AID 1920062;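 active means activation at 10 µM reaching about 35% in either raw or pattern-adjusted values, limit read from the data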
Target sequence (P20594 whole entry, looked up): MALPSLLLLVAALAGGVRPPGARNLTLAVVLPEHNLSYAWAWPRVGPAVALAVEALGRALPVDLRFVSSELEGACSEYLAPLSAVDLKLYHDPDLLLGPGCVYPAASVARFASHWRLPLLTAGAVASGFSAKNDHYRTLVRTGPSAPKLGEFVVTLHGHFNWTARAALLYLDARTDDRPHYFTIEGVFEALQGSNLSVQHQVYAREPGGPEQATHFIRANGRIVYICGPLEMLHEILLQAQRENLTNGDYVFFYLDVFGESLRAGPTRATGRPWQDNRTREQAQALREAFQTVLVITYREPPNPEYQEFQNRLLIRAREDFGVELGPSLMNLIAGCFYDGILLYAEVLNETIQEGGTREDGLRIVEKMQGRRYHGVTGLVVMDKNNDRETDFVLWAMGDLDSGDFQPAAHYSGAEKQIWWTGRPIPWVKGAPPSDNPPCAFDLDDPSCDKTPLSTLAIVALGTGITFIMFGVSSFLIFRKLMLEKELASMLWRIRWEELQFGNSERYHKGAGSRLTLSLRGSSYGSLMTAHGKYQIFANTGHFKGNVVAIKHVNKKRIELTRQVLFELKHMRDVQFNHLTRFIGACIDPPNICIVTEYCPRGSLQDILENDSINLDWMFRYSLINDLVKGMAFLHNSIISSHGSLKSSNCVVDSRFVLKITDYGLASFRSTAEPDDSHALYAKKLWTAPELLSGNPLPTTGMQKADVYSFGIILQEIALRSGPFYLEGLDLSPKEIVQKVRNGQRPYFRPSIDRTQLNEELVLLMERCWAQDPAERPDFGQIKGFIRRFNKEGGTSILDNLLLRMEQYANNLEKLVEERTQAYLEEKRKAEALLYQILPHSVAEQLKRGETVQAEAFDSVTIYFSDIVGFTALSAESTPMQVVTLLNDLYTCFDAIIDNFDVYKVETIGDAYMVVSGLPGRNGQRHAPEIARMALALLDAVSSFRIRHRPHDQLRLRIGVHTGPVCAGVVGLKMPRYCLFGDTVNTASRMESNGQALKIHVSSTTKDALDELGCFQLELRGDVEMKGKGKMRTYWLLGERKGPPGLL
TDP2 inh: blocks human TDP2 phosphodiesterase activity | O95551 | recombinant TDP2, T5PNP hydrolysis, p-nitrophenol absorbance 415 nm | inhibition, % at 12.8 µM | 0.34% of 370,000 active | AID 720702;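 active means inhibition above the mean of all tested compounds plus 3 SD, set per campaign, cut at about 25% in these data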;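 further: 0% = DMSO with enzyme and 100% = buffer with substrate but no TDP2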
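Evaluation: % inhibition relative to enzyme-containing and enzyme-free wells. Material: recombinant human TDP2. Benchmarks: enzyme-free and DMSO wells. Timing: enzyme reaction with compound for 2 h at 37 °C. Compound dosing: 12.8 µM only. Measured by: p-Nitrophenol epi absorbance. Reagent: T5PNP substrate at 5 mM, a TopII-DNA adduct mimic. Replication: single well per compound.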
rCAG binder: molecules binding r(CAG) RNA repeats; r(CAG) RNA repeat, TO-PRO-1 dye displacement fluorescence; inhibition, % at 3 µM; 1.3% of 370,000 active; AID 651821;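 active means inhibition above the plate cutoff, the mean of all test compounds on that plate plus 3 SD, cut at about 35% in these data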;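 further: 0% = DMSO alone and 100% = 100 µM mitoxantrone as full dye displacement; higher means more dye released from RNA so lower well fluorescence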
SIAE primary: inhibitors of human sialic acid acetylesterase SIAE; inhibition, % at 9.66 µM; 0.69% of 370,000 active; AID 1053197; Q9HAT2; SIAE FP-Rh probe binding, fluorescence polarization;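 active means inhibition above a cutoff: mean of compounds within the control limits plus 3 SD of those, cut at about 17% in these data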;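 further: 0% = plate median of compound wells and 100% = probe without SIAE protein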
MBD2 DNA inh: inhibitors of human MBD2 binding to methylated oligonucleotide | Q9UBB5 | TR-FRET | inhibition, % at 4.4 µM | 0.31% of 370,000 active | AID 686964; in the data active means inhibition above about 13%
LEDGF integ inh: blocks HIV-1 LEDGF/p75-dependent DNA integration; TR-FRET IN-LEDGF/p75 DNA integration, Eu/Cy5; inhibition, % at 3.7 µM; 0.64% of 370,000 active;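 active means inhibition above the screen-wide mean plus 3 SD, cut at about 13% in these data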;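 further: signal is the Cy5 over europium emission ratio at 671 and 618 nm; 0% = plate median of compound wells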
* marks the source's active call; other numbers are inactive results; nt = not tested or not shown. A portion of the library; rates above refer to the full screens.

SMILES	HTRA1 inh	ABHD4 inh	TCR-CD3 inh	PRMT1 inh	GC-B act	TDP2 inh	rCAG binder	SIAE primary	MBD2 DNA inh	LEDGF integ inh
O=Cc1cn(CC(=O)Nc2ccc3c(c2)OCO3)c2ccccc12	0	4	-7	2	-4	5	-3	-9	6	-4
CCOC(=O)C1=C(C)NC(=S)NC1c1ccc(-c2ccc(Cl)cc2)o1 (stereo not given)	-22	-12	-1	42*	-3	-4	7	2	1	-1
O=C(CCC(=O)OCC(F)(F)C(F)F)NCc1ccccc1	-1	4	-1	-2	2	3	0	0	-2	0
COc1ccc(C(=O)COC(=O)c2cccc(-n3cnnn3)c2)c(OC)c1	-13	0	2	0	-1	-4	10	-7	5	2
CC1CC(C)CN(S(=O)(=O)c2ccc(NC(=O)CN3CCCCCC3)cc2)C1 (stereo not given)	-6	7	-10	2	1	-2	-6	-2	0	-5
C#CCNC(=O)C[C@H]1C(=O)N(CCc2ccc(Cl)cc2)C2=CCCC[C@@]21C(=O)OCC	nt	3	nt	0	0	6	7	-2	2	-3
Cc1ccc(CC2CC(=O)N(c3ccc(C)cc3)C2=O)cc1 (stereo not given)	-7	-3	-10	-1	1	2	-5	0	-2	-2
COc1cccc(-n2nnnc2SCC(=O)N2CCCc3ccccc32)c1	-7	9	-9	1	0	-7	-4	-2	4	-1
COc1ccc(CCNC(=O)C2CCN(S(=O)(=O)c3ccc(OC)c(OC)c3)CC2)cc1OC	-3	-4	-7	-3	0	-16	-5	12	2	-1
O=C(/C=C/c1cn(-c2ccccc2)nc1-c1cccnc1)N1CCCCC1	-15	-5	-10	2	4	-2	-6	13	0	4
Cn1nccc1NS(=O)(=O)c1ccc(F)cc1	2	-14	-4	0	-1	-1	0	3	6	1
Cc1noc(NS(=O)(=O)c2ccc(NC(=O)c3cc(=O)c4ccccc4o3)cc2)c1C	-5	0	4	-7	0	-9	37*	-4	0	1
COCCCNC(=O)c1cn(CC(C)C)c(=O)c2c1c1ccccc1n2C	2	10	8	2	-17	-1	-3	4	-4	0
CC(C)(C)c1ccc(C(=O)N2CCC2(C)C(=O)NCc2ccc3c(c2)OCO3)cc1 (stereo not given)	nt	-3	5	-1	8	-2	4	9	-2	-4
COCN(C#N)c1nc(OC)nc(OC)n1	0	4	0	1	-1	2	1	4	3	1
COc1ccccc1NC(=O)CC1C(=O)Nc2c1c(=O)n(C)c(=O)n2C (stereo not given)	5	2	-2	1	-1	6	3	-3	2	-1
Cc1cc(C)cc(C(=O)NC(CC(N)=O)c2ccc(N3CCN(c4ccccc4)CC3)c([N+](=O)[O-])c2)c1 (stereo not given)	-2	-3	-4	-3	3	7	10	21*	-5	1
O=c1nc(N2CCCCCC2)nc(N2CCCCCC2)[nH]1	1	3	1	2	-1	0	-5	1	3	0
Cc1ccc2cc(C(c3nnnn3C3CCCC3)N3CCN(c4ccccc4)CC3)c(=O)[nH]c2c1 (stereo not given)	-20	1	2	20	7	4	9	-8	-2	2
COc1ccc(C(=O)OCC(=O)c2ccc(C3CCCCC3)cc2)cc1	-8	1	6	0	2	9	2	2	4	1

Six compounds drawn at random from those above, as already listed:
SMILES	HTRA1 inh	ABHD4 inh	TCR-CD3 inh	PRMT1 inh	GC-B act	TDP2 inh	rCAG binder	SIAE primary	MBD2 DNA inh	LEDGF integ inh
COc1ccc(CCNC(=O)C2CCN(S(=O)(=O)c3ccc(OC)c(OC)c3)CC2)cc1OC	-3	-4	-7	-3	0	-16	-5	12	2	-1
O=C(/C=C/c1cn(-c2ccccc2)nc1-c1cccnc1)N1CCCCC1	-15	-5	-10	2	4	-2	-6	13	0	4
O=C(CCC(=O)OCC(F)(F)C(F)F)NCc1ccccc1	-1	4	-1	-2	2	3	0	0	-2	0
C#CCNC(=O)C[C@H]1C(=O)N(CCc2ccc(Cl)cc2)C2=CCCC[C@@]21C(=O)OCC	nt	3	nt	0	0	6	7	-2	2	-3
O=c1nc(N2CCCCCC2)nc(N2CCCCCC2)[nH]1	1	3	1	2	-1	0	-5	1	3	0
Cc1ccc2cc(C(c3nnnn3C3CCCC3)N3CCN(c4ccccc4)CC3)c(=O)[nH]c2c1 (stereo not given)	-20	1	2	20	7	4	9	-8	-2	2

More results follow.
SMILES	HTRA1 inh	ABHD4 inh	TCR-CD3 inh	PRMT1 inh	GC-B act	TDP2 inh	rCAG binder	SIAE primary	MBD2 DNA inh	LEDGF integ inh
O=C(N1CCCCCC1)n1c(Cc2ccccc2)nc2ccccc21	-8	-14	-1	-2	-14	-15	0	-2	3	6
Cc1cc(C)n(-c2nc(NCCCO)c3c4c(sc3n2)CCCC4)n1	1	-3	-2	0	16	-4	-3	-3	-2	1
CN1C(=S)SC(N(O)C=C2C=CC(=O)C=C2)C1(C)C (stereo not given)	6	-4	5	-1	7	20	2	2	-1	0
Cc1csc(SC(C)C(=O)Nc2ccccc2C)n1 (stereo not given)	-7	-4	4	0	-2	0	2	2	-1	-3
Cc1nc2ccc(NC(=O)N3CCSCC3)cc2s1	1	0	-3	-1	3	-3	-2	-1	5	2
Cc1ccccc1NC(=O)C1c2ccccc2Oc2ccccc21	-1	-9	0	-4	-2	-1	-2	10	3	-2
O=C(O/N=C(\c1ccccc1)c1ccncc1)c1ccccc1Cl	-13	0	-3	1	-1	5	-4	-1	-3	5
CCN1CCN(c2ccc(S(=O)(=O)N3CCCCC3)cc2NC(=O)c2ccc(C)c(C)c2)CC1	-6	7	-14	6	-1	1	4	1	-5	-6
CC(C)C(c1nnnn1C1CCCCC1)N1CCN(c2ncccn2)CC1 (stereo not given)	0	1	4	0	-1	-6	-2	-7	0	-5
O=C1CCCc2ccccc2N1Cc1ccccc1Cl	-1	-13	-3	2	-4	-17	-3	-4	3	-4
O=C(NNc1ccc(O)cc1)c1ccc(Br)cc1	8	12	-1	5	0	7	1	13	4	1
CN(C)S(=O)(=O)c1ccc(NC(=O)c2ccncc2)cc1	1	3	0	1	-1	8	-2	-2	9	0
COC(=O)c1ccc(NC(=O)COc2ccccc2OC)cc1	-3	-1	2	0	1	3	0	-3	3	-1
O=C(c1cccs1)c1c[nH]cc1-c1ccccc1	nt	-7	-1	0	7	5	1	-1	-5	-2
CCc1ccc(NS(=O)(=O)c2cccc3nonc23)cc1	2	-1	2	-1	1	9	5	-2	-4	2
CN(C)C(=O)c1ccc(NC(=O)COC(=O)C2=COCCO2)cc1	5	-8	4	-4	1	11	-3	5	1	-4
N#Cc1c(C(F)(F)F)cc(-c2ccccc2Cl)[nH]c1=O	-18	-57	-3	3	8	-1	37*	-76	4	8
CN1C(c2ccccc2)CC2CN(c3ccccc3)C(=O)C21 (stereo not given)	nt	1	nt	-3	7	0	4	3	1	1
COc1ccc(NC(=O)C2Cc3c(-c4cccc(NC(C)=O)c4)ccnc3O2)cn1 (stereo not given)	nt	0	8	12	0	-3	0	-7	0	-2
COC(=O)c1ccc(NC(=S)NN2CCOCC2)cc1	6	-7	0	-4	1	-14	-3	-5	-7	8

PRMT1 inh: entries above that show a hit
| structure | HTRA1 inh | ABHD4 inh | TCR-CD3 inh | PRMT1 inh | GC-B act | TDP2 inh | SIAE primary | MBD2 DNA inh | LEDGF integ inh |
| --- | --- | --- | --- | --- | --- | --- | --- | --- | --- |
| CCOC(=O)C1=C(C)NC(=S)NC1c1ccc(-c2ccc(Cl)cc2)o1 (stereo not given) | -22 | -12 | -1 | 42* | -3 | -4 | 2 | 1 | -1 |

(further entries)
SMILES	HTRA1 inh	ABHD4 inh	TCR-CD3 inh	PRMT1 inh	GC-B act	TDP2 inh	rCAG binder	SIAE primary	MBD2 DNA inh	LEDGF integ inh
Cc1sc2ncnc(N3CCC(C(=O)Nc4ccc(S(N)(=O)=O)cc4)CC3)c2c1C	-4	-8	-2	-1	2	-13	4	-9	0	3
CC1CN(C(=O)Nc2cccc(Cl)c2)C2(CCCCCC2)O1 (stereo not given)	0	-7	-7	1	0	7	-2	-4	-3	1
O=C(O)c1cn(Cc2ccccc2)c2ccc(Cl)cc2c1=O	-9	-1	4	-1	3	3	0	4	-3	-2
COc1ccccc1Nc1nc2ccccc2n2cnnc12	-9	1	0	-5	-9	24	77*	-4	-4	0
COCCn1c(SCC(=O)NC2CC2)nnc1-c1ccc(Cl)cc1	8	4	-2	0	0	5	0	4	-1	7
CCC(=O)N(C1=C(NC)C(=O)c2ccccc2C1=O)C(C)C	5	2	6	-2	7	6	-5	-1	-5	1
COc1ccc(OC)c(N(CC(=O)NCC2CCCO2)S(=O)(=O)c2ccccc2)c1 (stereo not given)	-4	0	-5	1	-3	-6	-1	6	-2	-7
CC(=O)Nc1ccc(S(=O)(=O)NC2(C(F)(F)F)C(=O)Nc3c2c(=O)n(C)c(=O)n3C)cc1 (stereo not given)	-1	4	1	4	13	15	1	-2	6	-3
CCOC(=O)C1CCN(C(=O)Cc2ccc(OC)c(OC)c2)CC1	0	2	0	3	0	5	1	-3	7	0
C=CCNC(=O)c1cc2c(=O)n3cccc(C)c3nc2s1	-1	2	-4	-3	-4	-6	4	-3	0	2
COCCNC(=O)CN(Cc1ccccc1)S(=O)(=O)c1ccc2nc(C)sc2c1	0	5	6	1	2	0	-8	-1	2	0
CS(=O)(=O)Nc1cccc(C2=NN(S(C)(=O)=O)C(c3ccccc3)C2)c1 (stereo not given)	3	-10	-7	-2	1	-13	6	-4	-2	3
COc1cccc(COCC(O)Cn2cnc3cc(C)c(C)cc32)c1 (stereo not given)	-1	12	6	-3	-4	-8	-7	-4	-2	2
CCCCNC(=O)Cc1c(O)c2ccccc2[nH]c1=O	2	3	9	4	3	-2	0	1	1	0
O=C(NCC(=O)N1CCCC(C(F)(F)F)C1)c1ccc2ccccc2c1 (stereo not given)	-1	-4	5	0	-2	3	3	0	-2	-1
Cc1ccc(S(=O)(=O)NCC(C)NS(=O)(=O)c2ccc(C)cc2)cc1 (stereo not given)	-7	-2	-2	-2	2	-10	-3	-8	3	4

High-throughput results deposited in PubChem BioAssay by several laboratories.
